Growth percent in the NCI-60 one-dose screen (48 h, 10 µM unless noted): 100 = growth as untreated, 0 = no growth, -100 = all killed.
SK-MEL-2 = SK-MEL-2 melanoma. 77,000 tested, 4.7% active
UACC-62 = UACC-62 melanoma. 81,000 tested, 5.4% active. AID 1794756
SK-MEL-5 = SK-MEL-5 melanoma | AID 1794755 | 80,000 tested, 6.4% active
UACC-257 = UACC-257 melanoma; 78,000 tested, 4.4% active
SK-MEL-28 = SK-MEL-28 melanoma; 81,000 tested, 4.1% active; AID 1794761
MDA-MB-435 = MDA-MB-435 melanoma; 82,000 tested, 7.8% active; AID 1794794
A549/ATCC = A549/ATCC NSCLC; 81,000 tested, 3.7% active
M14 = M14 melanoma; 80,000 tested, 6.2% active; AID 1794745
Numbers without * were called inactive; . = no result given; & = joins results of further samples; [ ] = another dose, or the depositor's remark. How the source made its calls: active means growth percent below 10; inactive means the rest. No enrichment for hits (roughly 11% active in at least one column).

molecule	SK-MEL-2	UACC-62	SK-MEL-5	UACC-257	SK-MEL-28	MDA-MB-435	A549/ATCC	M14
N#CCCN1CCOCC1	106	102	106	110	113	114	103	104
COc1ccc2oc(=O)cc(C(c3ccc[nH]3)c3ccc[nH]3)c2c1	5.1*	31	-31*	33	38	-24*	-7.9*	8.9*
CC(C)(C)c1ccc(S(=O)(=O)Nc2cc(Sc3nc4ccccc4s3)c(O)c3ccccc23)cc1	95	89	74	90	117	110	85	113
Cc1ccc(-c2nnc(-c3nc4ccccc4nc3Cl)o2)cc1	111	98	98	111	112	101	112	104
Cc1ccc(-c2csc(NC(=O)c3cc(-c4ccc(Br)cc4)nc4ccc(Cl)cc34)n2)cc1	102	76	89	107	103	105	97	97
CCCCCC(CC)(C(=O)OCC)C(=O)OCC	146&105	109&94	111&110	107&102	104	108&115	111&102	96&97
Cc1ccc(S(=O)(=O)OC2COC(OCc3ccccc3)C(OS(=O)(=O)c3ccc(C)cc3)C2O)cc1 (stereo not given)	.	86	94	122	100	102	88	117
N#Cc1nc(-c2ccccc2)oc1N1CCN(c2ccccc2)CC1	99	96	99	111	101	95	107	108
CCc1ccc(C2=C/C(=C/c3ccccc3)C(=O)N2CCc2ccc(S(N)(=O)=O)cc2)cc1	104	95	98	106	105	110	108	99
CC(=O)Nc1ccc(C(=O)Nc2cc(-c3ccccc3)ccc2N)cc1	74	39	68	73	57	60	74	77
O=C(CCn1c[n+](CC(=O)c2ccc(-c3ccccc3)cc2)c2ccccc21)Nc1cccc2cccnc12	65	15	21	24	39	32	90	49
N=C(N)c1ccc(Oc2ccc(C(=N)N)cc2)cc1	112	102	94	108	112	105	112	108
CCCCOC(Cc1ccccc1)OCCCC	98	96	103	108	115	109	106	102
COc1ccc2nc(-c3ccc(Cl)cc3)cc(-c3nnc(SCC(=O)Nc4ccc(C(C)=O)cc4)n3-c3ccccc3)c2c1	92	98	103	110	107	100	93	94
COc1ccc(-c2nn(-c3ccccc3)cc2-c2nc3ccccc3[nH]2)cc1	114	81	91	99	102	97	95	104
CCOC(=O)C(C)(C#N)C1C=CCCC1 (stereo not given)	96	98	.	94	96	100	92	81
CCOC(OCC)(OCC)OCC	109	104	106	97	105	97	100	110
COc1cccc(OCC(O)CN2CCN(c3ccc(C)cc3)CC2)c1 (stereo not given)	112	101	107	117	110	101	96	106
Cc1cc2c(C(=O)NCC#N)cccc2n1-c1nc2c(c(NCc3ccccc3)n1)CCCC2	-45*	-78*	-93*	-36*	-28*	-60*	-39*	-45*
O=C1[C@@H]2Cc3c([nH]c4ccccc34)[C@@H](c3ccc(Cl)cc3)N2C(=O)CN1C1CCN(Cc2c(Cl)cccc2Cl)CC1	94	59	78	90	87	79	71	65
CO[C@H]1CC(c2ccc[nH]2)=N[C@]12O[C@@H](C)C[C@@H]1CCCCCCCc3ccc([nH]3)[C@H]12	-16*	-48*	-38*	13	39	15	11	13
COc1ccc2nc(Cl)c(-c3nc4ccccc4[nH]3)cc2c1	101	95	90	108	115	98	99	120
CCOC(=O)C1=C(C)N2c3ccccc3-c3ccnn3C2CC1 (stereo not given)	120	86	93	.	100	97	94	100
C/C(=C(/c1ccc(Cl)cc1)c1ccc(OCCN)cc1)c1ccc(Cl)cc1	102	101	99	118	104	106	111	106
O=C(NN1C(=O)c2ccccc2C1=O)c1ccc(Nc2ncnc3c2cnn3-c2cccc(F)c2)cc1	113	94	98	99	114	102	97	105
COc1ccc(/C=N/Nc2nc(N/N=C/c3ccc(OC)cc3O)nc(N3CCOCC3)n2)c(O)c1	83	69	41	56	37	81	53	.
COCCn1cc(-c2csc(-c3c[nH]c4ccc(F)cc34)n2)c2cccnc21	25	42	1.5*	37	47	5.0*	22	13
Cc1ccc(-c2c(O)c(Br)c(-c3ccc(C)cc3C)c(O)c2Br)c(C)c1	89	91	91	.	105	100	.	93
CC(=O)NC(=O)NC(C)=O	119	105	101	91	105	91	99	111
COc1cccc(Cn2nc(Nc3ccccn3)nc2N)c1	83	68	44	93	92	90	91	92
Cc1cnc(Nc2ccc(N3CCN(C)CC3)cc2)nc1Nc1ccc(Cl)c(NS(=O)(=O)C(C)(C)C)c1	.	16	-8.4*	5.3*	35	32	-26*	8.8*
COc1ccc2c(c1)C(=O)c1c-2c(OCCN(C)C)nc2cc(OC)c(OC)cc12	54	83	90	103	112	57	48	89
COc1ccc(/C=N/NC(=O)c2cccnc2)c(OC)c1OC	109	105	99	96	108	106	102	102
Nc1c(C(=O)Nc2ccccc2Cl)sc2nc3c(cc12)CN(Cc1ccccc1)CC3	96	101	98	128	102	107	112	107
O=C(CN1CCN(c2cc(=O)[nH]c3ccc(F)cc23)CC1)Nc1cccc(C(F)(F)F)c1	103	76	92	86	96	102	84	86
Cc1cc(=O)[nH]c(NN=C2CCCC2)n1	107	100	115	125	113	110	123	112
CCN(CC)Cc1c(-c2cccc(OC(F)(F)F)c2)[nH]c2ccc(N3CCCC3)cc2c1=O	106	83	98	91	92	.	99	97
COc1ccc(C2=C(Nc3ccc(C(=O)Nc4ccc(Cl)cc4)cc3)C(=O)N(C)C2=O)cc1	61	65	93	84	101	94	80	84
CC1(C)/C(=N/OCCC#N)CC[C@]2(C)[C@H]3C(=O)C=C4[C@H]5C[C@](C)(C(=O)O)CC[C@]5(C)CC[C@@]4(C)[C@]3(C)CC[C@@H]12	85	79	88	90	102	92	60	88
CNC(=O)c1cc(Oc2ccc3nc(NC(=O)c4ccc(N5CCOCC5)c(C(F)(F)F)c4)sc3c2)ccn1	.	48	29	96	86	88	81	86
Clc1ccc(/C=C/c2cc(/C=C/c3ccc(Br)cc3)c3ccccc3n2)c(Cl)c1	111	87	98	103	113	101	104	87
CSc1ccccc1NC(=O)c1ccc2nnn(/C(C#N)=C/c3ccccn3)c2c1	-86*	-99*	-99*	-90*	-99*	-56*	-27*	-94*
COc1ccc(/C=N/Nc2nc(N/N=C/c3ccc(OC)cc3O)nc(N3CCCCC3)n2)c(O)c1	79	27	44	80	45	56	38	.
Cc1ccc(C(=O)Nn2c(NCC(=O)N3c4ccccc4Sc4ccccc43)nnc2-c2ccc(O)cc2)cc1	116	97	97	94	104	98	100	93
CC(=O)Oc1ccc(OCc2ccccc2)c(OCc2ccccc2)c1	.	97	93	99	99	108	86	103
O=C(CN1CCN(c2ccccc2)CC1)N1CCN(c2nnc(-c3ccc(Cl)cc3)c(-c3ccc(Cl)cc3)n2)CC1	72	63	44	62	82	48	55	69
CCCCCCC(C)NCC(C)O (stereo not given)	107	97	120	99	115	108	101	102
COc1cc(/C=C\c2cc(/C=C\c3ccc(O)c(OC)c3)n(C(=O)Nc3ccc(C(F)(F)F)cc3)n2)ccc1O	84	31	35	25	58	28	43	29
COc1cc(-c2cnnn2-c2nonc2-n2cccc2)cc(OC)c1OC	92	97	96	103	103	107	105	103
Cc1cc(=O)oc2cc(O)cc(OCc3ccccc3)c12	102	71	67	91	95	89	89	88

Quoted at random: three compounds from above, in no set order.
molecule	SK-MEL-2	UACC-62	SK-MEL-5	UACC-257	SK-MEL-28	MDA-MB-435	A549/ATCC	M14
COc1ccc2c(c1)C(=O)c1c-2c(OCCN(C)C)nc2cc(OC)c(OC)cc12	54	83	90	103	112	57	48	89
Cc1cc(=O)oc2cc(O)cc(OCc3ccccc3)c12	102	71	67	91	95	89	89	88
Cc1cnc(Nc2ccc(N3CCN(C)CC3)cc2)nc1Nc1ccc(Cl)c(NS(=O)(=O)C(C)(C)C)c1	.	16	-8.4*	5.3*	35	32	-26*	8.8*

Whole records, quoted from the list. Screens in order: SK-MEL-2, UACC-62, SK-MEL-5, UACC-257, SK-MEL-28, MDA-MB-435, A549/ATCC, M14
COc1ccc(/C=N/Nc2nc(N/N=C/c3ccc(OC)cc3O)nc(N3CCCCC3)n2)c(O)c1 across the screens: 79, 27, 44, 80, 45, 56, 38, .
CCCCCCC(C)NCC(C)O (stereo not given) across the screens: 107, 97, 120, 99, 115, 108, 101, 102

Carrying on.
molecule	SK-MEL-2	UACC-62	SK-MEL-5	UACC-257	SK-MEL-28	MDA-MB-435	A549/ATCC	M14
COc1cccc2c1C=CC1(O2)Oc2cccc(OC)c2C=C1C (stereo not given)	58	13	25	74	58	-10*	25	1.0*
CCOC(=O)c1ccccc1C(=C1C=C(Br)C(=O)C(Br)=C1)c1cc(Br)c(O)c(Br)c1	119	107	102	113	116	117	114	105
C#CCOc1ccc(C(Nc2ccc(CC)cc2)c2nnnn2C2CCCCC2)cc1OC (stereo not given)	104	71	97	100	101	105	93	.
c1ccc(-c2n(Cc3ccc4ccccc4c3)cc[n+]2Cc2ccc3ccccc3c2)cc1	.	-80*	-98*	-57*	-84*	-73*	12	-60*
O=C(CCl)NCc1ccc(Cl)cc1	112	101	95	69	96	90	79	102
O=C(O)CCc1ccc(NC(=O)CCl)cc1	90	103	96	93	108	105	97	92
C=C(C)[C@@H]1CC[C@]2(COC(C)=O)CC[C@]3(C)[C@H](CC[C@@H]4[C@@]5(C)CC[C@H](NCOC(C)=O)C(C)(C)[C@@H]5CC[C@]43C)[C@@H]12	90	73	61	85	94	89	71	90
COc1cccc(C2Nc3ccccc3-n3cccc32)c1OC (stereo not given)	103	83	103	101	113	103	95	108
N/C(=N\c1nc2c(Cl)cccc2s1)C(Cl)(Cl)Cl	105	75	96	91	83	89	30	98
CCOC(=O)C1=C(C(=O)c2ccccc2)C(c2ccc([N+](=O)[O-])cc2)C(C(=O)c2ccccc2)=C(C(=O)OCC)N1	105	63	75	79	87	84	93	96
O=S(=O)(NCc1ccco1)c1ccc(F)cc1	127	113	108	106	121	110	102	105
COc1ncnc2c(-c3ccccc3)cn(COCc3ccccc3)c12	34	40	5.6*	40	78	30	51	44
O=c1[nH]c2ccccc2cc1-c1nc2ccccc2n2cccc12	96	81	97	93	99	.	83	86
Cn1c(O)c(N=NC(N)=O)c2cc(Br)cc(Br)c21	103	68	64	90	85	83	80	81
O=C(N/N=C1\SCC(=O)N1c1ccccc1)c1cc(-c2cc3ccccc3o2)nn1-c1ccccc1	103	134	101	107	110	102	110	110
CCOC(=O)C/C(C)=N\NC(=O)c1ccncc1	120	88	104	107	116	92	105	106
C#Cc1nc2ccccc2c(=O)[nH]1	-22*	-77*	-35*	-22*	-65*	-58*	4.4*	-11*
CNC(=O)c1ccc(Cl)c(Cl)c1	105	102	99	86	125	105	94	99
O=C(NNS(=O)(=O)c1ccccc1)c1cc2c([nH]c3ccccc32)c(-c2cccc(O)c2)n1	86	51	55	97	65	25	64	60
O=S(=O)(O)c1ccc(N=Nc2ccc(O)cc2O)cc1	.	95	103	239	108	97	105	84
OC(CN1CCCCC1)c1ccc(I)cc1 (stereo not given)	142	103	106	106	118	109	105	116
Oc1cccc2ccc(-c3n[nH]c(=S)n3-c3ccccc3)nc12	102	91	102	109	111	98	106	.
COc1cc2c(c3c1OCO3)C(c1ccc3c(c1)OCO3)=NC(C)C2 (stereo not given)	.	92	101	103	117	99	102	114
COc1ccc2c(c1)c(-c1nc(N)nnc1-c1c[nH]c3ccc(Br)cc13)cn2C	75	68	94	96	81	22	83	77
Cc1ccc(-c2csc(NC(=O)c3cc(-c4ccc(Cl)cc4)nc4ccc(Cl)cc34)n2)cc1	96	71	89	79	99	104	72	94
Cc1ccc(C(=O)NNC(=O)N2c3ccccc3C=Cc3ccccc32)cc1	102	90	99	111	98	103	105	102
O=c1cc(Cn2cc(CSc3nc4ccccc4o3)nn2)c2ccc3ccccc3c2o1	120	97	96	105	114	108	106	105
CC1=C(CCC(C)N)C(C)(C)CCC1 (stereo not given)	90	95	97	87	109	101	87	96
COc1ccc([C@@H]2c3[nH]c4ccccc4c3C[C@@H]3C(=O)N(C4CCN(Cc5c(Cl)cccc5Cl)CC4)CC(=O)N23)c(OC)c1	118[6.25 µM]	83[6.25 µM]	101[6.25 µM]	109[6.25 µM]	105[6.25 µM]	106[6.25 µM]	96[6.25 µM]	.
Nc1n[nH]c2ccc([C@@H]3Nc4cc5[nH]ncc5cc4[C@H]4C5CCC(C5)[C@@H]34)cc12 (stereo not given in full)	65	34	9.5*	67	60	-41*	25	-3.7*
COc1ccc(-c2nnc3c(/C=C/c4cccc([N+](=O)[O-])c4)nc4ccccc4n23)cc1	95	88	94	110	102	102	111	100
Cn1cc(-c2ccc3nc(-c4ccc(CC(=O)ONc5cc(C(C)(C)C)on5)cc4)cnc3c2)cn1	13	28	59	40	44	34	31	19
CCOC(=O)CC(C)Cc1ccc2c(c1)OCO2 (stereo not given)	90	98	99	93	109	101	94	100
CCCCCCCCCCCCCCCC1=NCC[N+]1(CCO)CCO	85	76	90	102	115	31	50	7.9*
Cc1ccc(-c2nc3ccc(Cl)cc3c(=O)n2N2C(=O)CSC2c2ccccc2Cl)cc1 (stereo not given)	96	77	94	.	99	67	13	71
C=C(C)[C@@H]1CC[C@]2(C(=O)OC)CC[C@]3(C)[C@H](CC[C@@H]4[C@@]5(C)C/C(=C/c6cc(OC)cc(OC)c6)C(=O)C(C)(C)[C@@H]5CC[C@]43C)[C@@H]12	94	85	101	84	97	99	88	91
COc1ccc(OC2=CC(=O)c3ccc(C)nc3C2=O)cc1	99	84	84	94	94	83	96	87
C=CCn1ccc(=O)nc1SC	107	105	112	102	112	108	111	104
CCC(C)(C)OC(=O)c1ccc([N+](=O)[O-])cc1	106	104	105	106	110	104	102	102
Cc1cccc(CNc2nc(N)nc3[nH]c4ccc(O)cc4c23)c1	95	.	47	.	.	112	81	112

Assay outcomes (PubChem BioAssay)
